Screens as filed in PubChem BioAssay.
STK33 inh: inhibitors of purified STK33 kinase, primary screen, biochemical, ADP-Glo luminescence, homogeneous, cell-free; inhibition, % at 10 µM; AID 2661, 2010; 320,000 tested, 0.073% active; MBP phosphorylation;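 active = inhibition at or above 25%, using the most active replicate where run in duplicate; inactive = inhibition below 25%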
Target sequence (Q9BYT3 whole entry, looked up): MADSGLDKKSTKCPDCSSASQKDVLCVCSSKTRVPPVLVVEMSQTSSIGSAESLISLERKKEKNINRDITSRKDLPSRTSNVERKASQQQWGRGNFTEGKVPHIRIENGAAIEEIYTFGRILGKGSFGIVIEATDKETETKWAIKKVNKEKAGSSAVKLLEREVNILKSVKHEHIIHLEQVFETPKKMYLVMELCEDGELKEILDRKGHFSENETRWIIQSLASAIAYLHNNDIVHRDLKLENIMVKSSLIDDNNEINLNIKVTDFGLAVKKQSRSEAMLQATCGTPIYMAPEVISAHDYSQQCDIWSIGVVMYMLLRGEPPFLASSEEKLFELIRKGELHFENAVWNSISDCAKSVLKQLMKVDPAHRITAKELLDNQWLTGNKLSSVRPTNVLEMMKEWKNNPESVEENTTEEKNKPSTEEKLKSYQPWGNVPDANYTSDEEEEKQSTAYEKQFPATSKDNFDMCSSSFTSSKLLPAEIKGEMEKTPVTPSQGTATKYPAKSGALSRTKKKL
* marks the source's active call; other numbers are inactive results.

What do the screens show for `CCC(C)NCC(=O)Nc1ccc(-c2nc3cc(NC(=O)CNC(C)CC)ccc3o2)cc1` (configuration not stated)?
STK33 inh: -2.7

Results for Cc1ccc(S(=O)(=O)NC(CCc2ccccc2)CC(=O)C(C)(C)C)cc1 (configuration not stated) ?
STK33 inh: -1.2

How did C[C@H](CO)N1C[C@H](C)[C@@H](CN(C)S(=O)(=O)c2ccccc2)Oc2ccc(NC(=O)CCN3CCOCC3)cc2C1=O do in these assays?
STK33 inh: 1.4

How did Cc1cc(C)n2nc(SCC(=O)NC(=O)c3ccccc3)nc2n1 do in these assays?
STK33 inh: -0.1

Results for CCN(CC)S(=O)(=O)c1cccc(NC(=O)COC(=O)C2=COCCO2)c1 ?
STK33 inh: -1.1

Results for CCOC(=O)N1CCN(C(=O)CSc2nnc(Cn3c(=O)sc4ccccc43)n2C)CC1 ?
STK33 inh: -0.8

How did O=C(COC(=O)c1ccco1)Nc1cccc(S(=O)(=O)N2CCCCC2)c1 do in these assays?
STK33 inh: -0.9

How did Cc1ccc([C@@H]2CC=C(C(=O)O)[C@H](c3cccc(Cl)c3)N2S(=O)(=O)c2ccccc2C)cc1 do in these assays?
STK33 inh: 0.5

What do the screens show for `CC(C)c1cccc(C(C)C)c1NC(=O)CCN1C(=O)NC2(CCCC2)C1=O`?
STK33 inh: -0.3

Results for CCC(c1ccc(O)cc1)C(CC)c1ccc(O)cc1 (configuration not stated) ?
STK33 inh: -0.7

How did COc1cccc(NC(=O)CN(C)C(=O)c2cccc(S(=O)(=O)Nc3ccccc3OC)c2)c1 do in these assays?
STK33 inh: -1.6

What do the screens show for `CN(C)S(=O)(=O)c1cccc(NC(=O)COc2ccc(S(=O)(=O)N3CCOCC3)cc2Cl)c1`?
STK33 inh: -1.8

How did COc1cc(-c2noc(C)c2C(=O)NCCc2ccccc2)cc(OC)c1OC do in these assays?
STK33 inh: 0.0

What do the screens show for `O=C(NCCC1=CCCCC1)C1COc2ccccc2O1` (configuration not stated)?
STK33 inh: -1.3

What do the screens show for `CC(NS(=O)(=O)c1ccc(Cl)c(Cl)c1)C(=O)OCC(=O)N1CCCCCC1` (configuration not stated)?
STK33 inh: -1.1

How did CC(=O)N1CCN(CC(O)COc2ccc(S(=O)(=O)N3CCOCC3)cc2)CC1 (configuration not stated) do in these assays?
STK33 inh: -0.3

What do the screens show for `O=C(COc1ccccc1F)Nc1ccc2c(c1)CCC2`?
STK33 inh: 0.0

What do the screens show for `Cc1cc(Cl)ccc1OCC(=O)NNC(=O)c1ccc(=O)[nH]c1`?
STK33 inh: -0.6

Results for Cc1ccc(OCCNC(=O)CNC(=O)c2ccccc2Cl)cc1 ?
STK33 inh: -1.2

How did COc1ccc(CN(C)C(=O)c2ccccc2OCc2c(C)noc2C)c(OC)c1 do in these assays?
STK33 inh: -0.3

What do the screens show for `CC(NC(=O)COC(=O)COc1ccc(Cl)cc1)c1ccccc1` (configuration not stated)?
STK33 inh: -0.3

Results for Cc1ccc(-c2csc(N(Cc3ccco3)C(=O)c3cccs3)n2)cc1 ?
STK33 inh: 1.6

Results for Cc1ccc(C(=O)NCC(c2ccc(F)cc2)N2CCOCC2)s1 (configuration not stated) ?
STK33 inh: -0.4

Results for COc1ccc([C@@H]2CC=C(C(=O)O)[C@H](c3ccc(Cl)cc3)N2S(=O)(=O)c2ccc(C)cc2)cc1OC ?
STK33 inh: -2.7

Results for O=C(CSc1nnc(-c2ccco2)o1)Nc1c(F)cccc1F ?
STK33 inh: 0.3

How did COc1ccc(-c2c(C#CC(C)(C)O)c3ccccc3n2C)cc1 do in these assays?
STK33 inh: 0.6

Results for CN(C)S(=O)(=O)c1cccc(C(=O)N2CCN(C(=O)C3CCCO3)CC2)c1 (configuration not stated) ?
STK33 inh: -2.4

Results for C=CC[C@@H](CC(=O)NCCO)C(=O)NC[C@H](OC(=O)[C@@H](CC=C)CC(=O)OC(C)(C)C)c1ccccc1 ?
STK33 inh: 0.4

How did CC(OC(=O)c1ccco1)C(=O)Nc1ccc(C(F)(F)F)cc1 (configuration not stated) do in these assays?
STK33 inh: -1.7

What do the screens show for `CC(C)(C)[C@H]1COC(=O)CCC/C=C/C[C@H](CC(=O)N(CCO)Cc2ccccc2)C(=O)N1`?
STK33 inh: -0.9

Results for COCCn1c(SCC(=O)NNC(=O)c2ccccc2)nc2ccccc21 ?
STK33 inh: -1.4

Results for O=C(Nc1cccc(S(=O)(=O)NCc2ccco2)c1)c1cccc(Cl)c1 ?
STK33 inh: -2.0

How did CC1CCC(NC(=O)c2cc(C3CC3)nn2-c2ccccc2)CC1 (configuration not stated) do in these assays?
STK33 inh: 0.6

Results for CCC(C)(C)n1nnnc1CN1CCC(NC(=O)c2ccc(Br)cc2)CC1 ?
STK33 inh: -0.2

How did COc1ccccc1CN(C)C(=O)CN1CCN(S(=O)(=O)c2ccc3c(c2)OCCCO3)CC1 do in these assays?
STK33 inh: -0.7

Results for O=c1[nH]n(-c2ccccc2)c(=O)c2ccccc12 ?
STK33 inh: -0.7

Results for O=C(COc1ccc2ccc(=O)oc2c1)NC1CCS(=O)(=O)C1 (configuration not stated) ?
STK33 inh: -2.1

Results for CC(=O)C[C@H](O)CC(=O)[C@@H]1OC(=O)CCCCCCCCc2ccccc21 ?
STK33 inh: 0.2

How did O=C1CCN(Cc2ccccc2)C=C1c1ccc(Cl)cc1 do in these assays?
STK33 inh: 0.0

What do the screens show for `CCOc1ccc(S(=O)(=O)NCCC(=O)N2CCN(c3ncccn3)CC2)cc1`?
STK33 inh: 0.7

Results for Cc1ccccc1C(=O)N[C@H](C(=O)OCC(=O)NC1CC1)C(C)C ?
STK33 inh: -0.9

Results for CCOc1ncccc1C(=O)OCC(=O)NCCc1ccc(S(N)(=O)=O)cc1 ?
STK33 inh: -0.7

Results for Cc1ccc(C)c(N)c1 ?
STK33 inh: -2.3

What do the screens show for `CN(C(=O)CN1C(=O)c2ccc([N+](=O)[O-])cc2C1=O)C1CCCCC1`?
STK33 inh: -2.8

What do the screens show for `O=C(COC(=O)CCc1ccccc1)NNC(=O)c1ccccc1`?
STK33 inh: 0.6

Results for CC12CCC(=O)N1C(C(=O)Nc1cc(Cl)ccc1N1CCCC1)CS2 (configuration not stated) ?
STK33 inh: -1.5

Results for Cc1noc(C)c1S(=O)(=O)N(C)C[C@H]1Oc2ccc(NC(=O)NC3CCCCC3)cc2C(=O)N([C@H](C)CO)C[C@@H]1C ?
STK33 inh: 0.9

Results for O=C(CN1C(=O)NC2(CCCCC2)C1=O)Nc1ccc(Cl)cc1 ?
STK33 inh: -3.3

How did O=C(COC(=O)C12CC3CC(CC(C3)C1)C2)NCc1ccccc1 do in these assays?
STK33 inh: -2.6

Results for CC1(c2ccc3c(c2)OCCCO3)NC(=O)N(CC(=O)Nc2cccc(C#N)c2)C1=O (configuration not stated) ?
STK33 inh: 0.2

What do the screens show for `Cc1cccc(C)c1NC(=O)CN(C)C(=O)CCC(=O)N1CCOCC1`?
STK33 inh: -0.6

What do the screens show for `COc1cc(C(=O)NC2CCCC(C)C2C)ccc1OCC(=O)N1CCOCC1` (configuration not stated)?
STK33 inh: -1.3

What do the screens show for `COc1ccc(C2(c3ccc(OC)cc3)NC(=O)N(CC(=O)NC3(C#N)CCCC3)C2=O)cc1`?
STK33 inh: 1.6

What do the screens show for `CN(CC(=O)Nc1ccccc1Cl)C(=O)COC(=O)c1ccc(-c2ccc(O)cc2)cc1`?
STK33 inh: -1.1

Results for O=C(CCN1CCOCC1)NNC(=O)c1ccc([N+](=O)[O-])cc1[N+](=O)[O-] ?
STK33 inh: 0.4

Results for CCCn1c(N)c(C(=O)CSc2nnc(C3CC3)n2C2CC2)c(=O)[nH]c1=O ?
STK33 inh: 1.6

What do the screens show for `CC(Sc1nnc(C(F)(F)F)n1C)C(=O)Nc1ccc(N2CCOCC2)cc1` (configuration not stated)?
STK33 inh: 0.5

Results for COc1cc(OC)cc(C(=O)N[C@H](C(=O)OCC(=O)Nc2cccnc2Cl)C(C)C)c1 ?
STK33 inh: -0.6

What do the screens show for `Cc1ccc(S(=O)(=O)Nc2ccc3c(c2)C(=O)N([C@H](C)CO)C[C@@H](C)[C@@H](CN(C)C(=O)Nc2cccc4ccccc24)O3)cc1`?
STK33 inh: 0.0

What do the screens show for `Cc1n[nH]c(C)c1S(=O)(=O)N1CCCC(C(=O)O)C1` (configuration not stated)?
STK33 inh: 0.8

What do the screens show for `CCCN(CC(=O)Nc1ccccc1OC)C(=O)CN1C(=O)NC2(CCCCC2)C1=O`?
STK33 inh: -0.9

Results for C[C@H](CO)N1C[C@H](C)[C@@H](CN(C)S(=O)(=O)c2ccc(F)cc2)Oc2ccc(NS(=O)(=O)c3ccc(F)cc3)cc2C1=O ?
STK33 inh: 0.2

What do the screens show for `N=c1c(C(=O)NCc2ccccc2)cc2c(=O)n3ccccc3nc2n1CCCN1CCOCC1`?
STK33 inh: -0.7

What do the screens show for `CC(Nc1ccc2ccccc2c1)C(=O)N/N=C/c1ccncc1` (configuration not stated)?
STK33 inh: 2.6

Results for CCCn1c(=NC(C)=O)c(C(=O)OCC)cc2c(=O)n3ccccc3nc21 ?
STK33 inh: -0.8

Results for Cc1cc(OCCN2CCN(S(=O)(=O)c3ccccc3F)CC2)ccc1C(C)C ?
STK33 inh: 0.1

What do the screens show for `CC(=O)N1c2ccccc2[C@H](C)[C@H]1C`?
STK33 inh: -2.2

What do the screens show for `Oc1cc(NCc2ccc(Cl)cc2)cc2cccnc12`?
STK33 inh: -1.3

How did CSCCC(NC(=O)c1ccccc1)C(=O)N1CCN(C(C)=O)CC1 (configuration not stated) do in these assays?
STK33 inh: -1.5

Results for COc1ccc(S(=O)(=O)N2CCCCCC2)cc1NC(=O)CCCOc1ccccc1 ?
STK33 inh: -0.4

Results for COC(=O)C1=C(C)N(Cc2ccccc2)C(=NCCc2c[nH]c3ccccc23)N[C@H]1c1ccccc1 ?
STK33 inh: 1.0

Results for O=C1C=CC(=C(c2ccc(O)cc2)c2ccc(O)cc2)C=C1 ?
STK33 inh: 4.0

How did CC(C#N)(NC(=O)CN1CCN(S(=O)(=O)c2ccccc2C#N)CC1)C1CC1 (configuration not stated) do in these assays?
STK33 inh: 0.1

How did CC[C@H]1CCCCc2ccccc2[C@@H](C(=O)C[C@@H](O)CC(C)=O)OC1=O do in these assays?
STK33 inh: -0.6

Results for O=C(NCc1ccncc1)c1cccc(NS(=O)(=O)c2ccc(F)c(F)c2)c1 ?
STK33 inh: 0.0

How did CC(CC(=O)OCC(=O)NC1CCS(=O)(=O)C1)c1ccccc1 (configuration not stated) do in these assays?
STK33 inh: 1.0

What do the screens show for `Fc1ccc(C2=CC(c3ccc(Br)o3)n3ncnc3N2)cc1` (configuration not stated)?
STK33 inh: 0.3

Results for COc1ccc(C)cc1NC(=O)C1CCCN1S(=O)(=O)c1ccccc1F (configuration not stated) ?
STK33 inh: 0.1

How did O=C1C(O)=C(O)C(=O)c2ccccc21 do in these assays?
STK33 inh: 1.5

Results for CCN(CC(=O)Nc1c(F)cccc1F)C(=O)CNC(=O)c1ccc2ccccc2c1 ?
STK33 inh: 0.0

Quoted from the listing, 15 compounds:
What do the screens show for `CCCN(CC(=O)Nc1ccccc1OC)C(=O)CN1C(=O)NC2(CCCCC2)C1=O`?
STK33 inh: -0.9

Results for C[C@H](CO)N1C[C@H](C)[C@@H](CN(C)S(=O)(=O)c2ccc(F)cc2)Oc2ccc(NS(=O)(=O)c3ccc(F)cc3)cc2C1=O ?
STK33 inh: 0.2

What do the screens show for `N=c1c(C(=O)NCc2ccccc2)cc2c(=O)n3ccccc3nc2n1CCCN1CCOCC1`?
STK33 inh: -0.7

What do the screens show for `CC(Nc1ccc2ccccc2c1)C(=O)N/N=C/c1ccncc1` (configuration not stated)?
STK33 inh: 2.6

Results for CCCn1c(=NC(C)=O)c(C(=O)OCC)cc2c(=O)n3ccccc3nc21 ?
STK33 inh: -0.8

Results for Cc1cc(OCCN2CCN(S(=O)(=O)c3ccccc3F)CC2)ccc1C(C)C ?
STK33 inh: 0.1

What do the screens show for `CC(=O)N1c2ccccc2[C@H](C)[C@H]1C`?
STK33 inh: -2.2

What do the screens show for `Oc1cc(NCc2ccc(Cl)cc2)cc2cccnc12`?
STK33 inh: -1.3

How did CSCCC(NC(=O)c1ccccc1)C(=O)N1CCN(C(C)=O)CC1 (configuration not stated) do in these assays?
STK33 inh: -1.5

Results for COc1ccc(S(=O)(=O)N2CCCCCC2)cc1NC(=O)CCCOc1ccccc1 ?
STK33 inh: -0.4

Results for COC(=O)C1=C(C)N(Cc2ccccc2)C(=NCCc2c[nH]c3ccccc23)N[C@H]1c1ccccc1 ?
STK33 inh: 1.0

Results for O=C1C=CC(=C(c2ccc(O)cc2)c2ccc(O)cc2)C=C1 ?
STK33 inh: 4.0

How did CC(C#N)(NC(=O)CN1CCN(S(=O)(=O)c2ccccc2C#N)CC1)C1CC1 (configuration not stated) do in these assays?
STK33 inh: 0.1

How did CC[C@H]1CCCCc2ccccc2[C@@H](C(=O)C[C@@H](O)CC(C)=O)OC1=O do in these assays?
STK33 inh: -0.6

Results for O=C(NCc1ccncc1)c1cccc(NS(=O)(=O)c2ccc(F)c(F)c2)c1 ?
STK33 inh: 0.0

The listing continues.
Results for CC(C(=O)N1CCc2ccccc21)N1CCN(S(=O)(=O)c2cccc(C(F)(F)F)c2)CC1 (configuration not stated) ?
STK33 inh: 0.2

What do the screens show for `COc1ccc(S(=O)(=O)NCCC(=O)NC2CCCCC2C)cc1[N+](=O)[O-]` (configuration not stated)?
STK33 inh: -0.2

What do the screens show for `Cc1cccc(NC(=O)CNC(=O)CCNC(=O)c2ccc(C(C)(C)C)cc2)c1C`?
STK33 inh: 0.1

How did CCc1cccc(C)c1NC(=O)CCCN1C(=O)CN(C)C1=O do in these assays?
STK33 inh: 0.5

Results for COC(=O)c1ccc(COC(=O)CNC(=O)c2cccc(OC)c2)o1 ?
STK33 inh: 4.3

What do the screens show for `CCOc1ccc(NC(=O)CN2CCCC2c2cccs2)cc1S(=O)(=O)N1CCCC1` (configuration not stated)?
STK33 inh: -0.3

What do the screens show for `CCOC(=O)C1=C(Nc2ccccc2)CC(C)(O)C(C(=O)OCC)C1c1ccc(Cl)cc1` (configuration not stated)?
STK33 inh: 0.4

What do the screens show for `Cc1noc(C)c1NC(=O)N(C)C[C@H]1Oc2c(NS(=O)(=O)c3cn(C)cn3)cccc2C(=O)N([C@H](C)CO)C[C@@H]1C`?
STK33 inh: -0.9

A portion of the library, so the mix of outcomes need not match the whole.
